MCL1 BIM primary – inhibitors of human MCL1 binding to BIM-BH3 peptide; AID 2057; hit rate 0.68% among 320,000; inhibition, % at 10.9 µM; GST-MCL1 / FITC-Bim-BH3 fluorescence polarization; Q07820;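 active = inhibition above the mean inhibition of all tested compounds plus 3 SD, set per campaign, cut at about 40% in these data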;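 also: 0% = DMSO wells and 100% = unlabeled Bim-BH3 peptide control; higher means more loss of mP so more displacement of Bim peptide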
Target sequence (Q07820 whole entry, looked up): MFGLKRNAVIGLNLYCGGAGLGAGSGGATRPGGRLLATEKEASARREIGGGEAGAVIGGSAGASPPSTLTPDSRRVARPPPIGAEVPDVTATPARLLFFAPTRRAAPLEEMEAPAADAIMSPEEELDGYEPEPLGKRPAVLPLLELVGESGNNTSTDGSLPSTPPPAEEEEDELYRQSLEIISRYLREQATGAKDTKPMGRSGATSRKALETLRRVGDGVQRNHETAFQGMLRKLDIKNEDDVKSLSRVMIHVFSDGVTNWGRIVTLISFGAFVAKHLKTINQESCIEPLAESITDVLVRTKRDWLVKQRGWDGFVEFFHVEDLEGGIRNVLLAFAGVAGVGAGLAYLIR
CR mimetic SO – caloric restriction mimetics inhibiting age-related superoxide in yeast; S. cerevisiae aged cells, superoxide DHE fluorescence; active compounds read low; superoxide response (% of plate mean), % at 10 µM; hit rate 0.18% among 330,000;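 active = superoxide response under a set limit, about three screen SD below normal, cut at about 65% in these data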;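 also: yeast aged for seven days with compound at 30 °C before DHE staining; 100% = average MFI of all compound-treated wells on the plate with controls excluded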
VLA-4 inh – inhibition in a human VLA-4 binding assay. inhibition, % (about 7 µM as worked out from the volumes in the protocol). hit rate 0.2% among 330,000. VLA-4 expressing cells, ligand binding flow cytometry. P13612; in the data active = inhibition above about 50%
Bcl-xL primary – inhibitors of human Bcl-xL. Q07817. GST-Bcl-xL / FITC-Bim BH3 peptide fluorescence polarization. inhibition, % at 10.9 µM. hit rate 0.7% among 320,000. AID 2129;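 active = inhibition above the mean of all tested compounds plus 3 SD, cutoff set per campaign, cut at about 30% in these data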;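 also: 0% = DMSO wells and 100% = unlabeled Bim-BH3 peptide competitor; inhibitors lower millipolarization by displacing the labeled peptide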
GRK2 inh – blocks RNA aptamer binding to human GRK2; bead flow cytometry, FAM-aptamer displacement from GRK2; inhibition of aptamer binding, % at 10 µM; hit rate 0.59% among 330,000; AID 488847;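 active = inhibition of aptamer binding above 40%, roughly 3 SD of noise, on plates passing a quality check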;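 also: median bead fluorescence of bound FAM aptamer so fluorescent compounds give negative values; no value below 0 was filed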
Target sequence (P25098 whole entry, looked up): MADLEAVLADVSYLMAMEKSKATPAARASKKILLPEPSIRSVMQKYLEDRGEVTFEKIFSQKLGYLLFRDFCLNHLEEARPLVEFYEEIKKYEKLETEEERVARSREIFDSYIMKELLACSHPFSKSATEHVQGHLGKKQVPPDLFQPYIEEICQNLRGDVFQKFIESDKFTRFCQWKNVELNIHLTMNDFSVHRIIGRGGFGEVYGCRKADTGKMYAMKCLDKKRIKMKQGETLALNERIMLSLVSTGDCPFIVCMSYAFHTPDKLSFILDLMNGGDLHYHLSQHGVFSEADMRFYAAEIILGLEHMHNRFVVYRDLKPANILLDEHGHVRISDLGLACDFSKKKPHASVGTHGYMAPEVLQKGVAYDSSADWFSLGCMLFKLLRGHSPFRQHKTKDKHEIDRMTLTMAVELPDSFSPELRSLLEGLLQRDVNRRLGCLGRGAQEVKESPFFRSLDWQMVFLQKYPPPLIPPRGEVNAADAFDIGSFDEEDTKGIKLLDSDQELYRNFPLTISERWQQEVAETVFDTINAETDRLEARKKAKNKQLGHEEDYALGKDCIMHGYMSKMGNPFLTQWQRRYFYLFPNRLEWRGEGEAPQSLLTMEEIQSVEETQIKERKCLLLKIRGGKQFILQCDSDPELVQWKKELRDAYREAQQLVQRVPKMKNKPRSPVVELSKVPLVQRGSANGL
CIT2-GFP yeast – alters CIT2-GFP fluorescence in TOR pathway yeast screen; S. cerevisiae CIT2-GFP strain, flow cytometry, 3 h; 100 means same as DMSO wells; GFP response vs DMSO, % at 10 µM; hit rate 0.065% among 320,000;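 active = GFP response relative to DMSO above a set limit, near the screen mean plus 3 SD, cut at about 150% in these data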;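 also: ratio of well median GFP fluorescence to mean of DMSO wells on the plate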
AGP1 TOR yeast – alters AGP1-GFP fluorescence in TOR pathway yeast screen | S. cerevisiae AGP1-GFP multiplex flow cytometry, 3 h; GFP as percent of DMSO wells | GFP response vs DMSO, % at 10 µM | hit rate 0.02% among 320,000 | AID 2066;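 active = GFP response relative to DMSO above a set limit, near screen average plus 3 SD, cut at about 150% in these data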;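 also: median GFP channel fluorescence of the gated AGP1 strain per well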
GLD-1 TGE inh – GLD-1-TGE RNA interaction inhibition (C. elegans). hit rate 0.44% among 320,000. inhibition, % at 5.96 µM. purified GLD-1 + fluorescein TGE RNA, fluorescence polarization;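 active = percent inhibition above a per-plate cutoff, the plate mean of test compounds plus 3 SD, cut at about 30% in these data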;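 also: 0% = DMSO wells with GLD-1 and probe and 100% = wells lacking GLD-1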
MEX-5 binding – C. elegans MEX-5 TCR-2 RNA binding activity; activity score (negative = inhibition of binding), % at 10 µM; Q9XUB2; MEX-5/FITC-TCR2 RNA binding, fluorescence polarization; active compounds read low; AID 1832; hit rate 0.38% among 300,000;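 active = inhibition past about -25% in most replicates, and total fluorescence under double the plate's negative control median, limit read from the data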;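 also: 0% = DMSO and -100% = 5 µM competing unlabeled TCR2 RNA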
* marks the source's active call; other numbers are inactive results; . = no result given; + = active, no number.

SMILES | MCL1 BIM primary | CR mimetic SO | VLA-4 inh | Bcl-xL primary | GRK2 inh | CIT2-GFP yeast | AGP1 TOR yeast | GLD-1 TGE inh | MEX-5 binding
O=C(OCc1ccccc1F)c1cc2ccccc2cc1O | 5 | 86 | 1 | 2 | 0 | 104 | 100 | 1 | 1.0
O=C(NCc1n[nH]c(=S)n1-c1cccc(C(F)(F)F)c1)c1ccco1 | -7 | 106 | -1 | -6 | 4 | 104 | 103 | 7 | 1.2
O=C(N/N=C/C=C\c1ccco1)c1cccs1 | 9 | 102 | 1 | 6 | 3 | 99 | 99 | 4 | -0.4
CN(c1ccccc1C(=O)N1CCN(c2ccccc2)CC1)S(C)(=O)=O | 6 | 105 | -5 | 8 | 0 | 98 | 97 | -2 | -0.5
Cc1cc(=O)n2[nH]c(=O)c(N=Nc3ccccc3)c2[nH]1 | 3 | 113 | 19 | 4 | 0 | 102 | 102 | 4 | -82*
CCCNC(=O)Nc1cc(OC)c(OC)cc1Cc1nccc2cc(OC)c(OC)cc12 | . | 81 | 1 | . | 0 | 95 | 95 | . | 3.8
COc1cccc(C(=O)Nc2nnc(-c3ccc(Cl)cc3)o2)c1 | 11 | 126 | -14 | 20 | 2 | 93 | 96 | 3 | -0.8
O=C1/C(=C/c2ccccn2)SC(=S)N1N1CCOCC1 | 8 | 95 | 0 | 3 | 4 | 98 | 98 | -6 | .
O=C(C[C@H]1C/C=C\C[C@H](NC(=O)OCC2c3ccccc3-c3ccccc32)C(=O)OC[C@@H]2CCCN2C1=O)NCCO | . | 111 | -4 | . | 3 | 117 | 111 | 4 | .
c1ccc(COc2ccc(OCCN3CCCC3)cc2)cc1 | 4 | 80 | 11 | 1 | 0 | 94 | 100 | -2 | 0.4
CC(C)NC(=O)NC(=O)COC(=O)/C=C/c1ccc2c(c1)OCO2 | 2 | 93 | 4 | 1 | 1 | 113 | 106 | 2 | 0.1
Fc1ccc(-c2csc(NC(=S)Nc3ccccc3)n2)cc1 | -1 | 91 | 0 | -2 | 0 | 107 | 107 | -1 | -4.4
CCOC(=O)Cn1c(=O)oc2cc(S(=O)(=O)N(CCN(C)C)Cc3ccccc3)ccc21 | 1 | 100 | 10 | 0 | 1 | 97 | 102 | -2 | -0.3
COc1cc(/C=N/NC(=O)c2cc(-c3ccccc3)nc3ccccc23)cc(OC)c1O | -1 | 104 | -6 | 4 | 0 | 109 | 98 | 2 | 0.9
COC(CNC(=O)C(=O)NCC1OCCN1S(=O)(=O)c1ccccc1)OC (centres undefined) | 4 | 106 | -2 | 1 | 0 | 98 | 91 | 10 | -3.1
Cc1cc([N+](=O)[O-])ccc1NC(=O)CSc1nnc(C)n1C | 0 | 86 | 22 | 3 | 0 | 102 | 103 | 8 | 1.3
Cc1ccc(S(=O)(=O)NCC2CCC(C(=O)N3CCOCC3)CC2)cc1 (centres undefined) | 6 | 106 | 0 | 2 | 1 | 100 | 99 | -18 | -3.0
CN=c1nc(-c2ccccc2)n(-c2ccccc2)s1 | -6 | 126 | 8 | 3 | 0 | 89 | 91 | 6 | .
N#Cc1c(NC(=O)c2ccc(Cn3cc(Br)cn3)o2)sc2c1CCCCC2 | 4 | 113 | 4 | 7 | 15 | 99 | 101 | 4 | -0.5
COc1cc(Nc2cc(C)nc3ncnn23)cc(OC)c1OC | 8 | 107 | 2 | 3 | 0 | 102 | 103 | 7 | -1.7
CN(C)CCN(C(=O)c1ccc2c(c1)OCCO2)c1nc2ccc(Cl)cc2s1 | 2 | 86 | 0 | 7 | 1 | 106 | 106 | -1 | -0.1
CN1CCN(S(=O)(=O)c2cccc(C(=O)Oc3cccc(C#N)c3)c2)CC1 | 3 | 89 | 12 | -1 | 2 | 95 | 108 | 7 | -0.5
Cc1cc(-n2c(C)cc(C(=O)CSc3nc(N)cc(=O)[nH]3)c2C)no1 | 5 | 94 | -1 | 6 | 1 | 105 | 111 | -2 | -0.1
[O-]/[N+](=C\c1ccncc1)c1ccc(Br)cc1 | 10 | 83 | 6 | 6 | 0 | 103 | 99 | 3 | 2.9
COC1=NS(=O)(=O)c2ccccc21 | 3 | 101 | -17 | 8 | 1 | 96 | 99 | -12 | 0.7
Cc1cc(C)n2nc(C(=O)N(C)C(c3ccccc3)c3ccccc3)nc2n1 | -8 | 91 | -15 | -1 | 6 | 106 | 102 | 1 | 0.0
COC(=O)/C(=C/c1ccc(F)cc1)NC(C)=O | 5 | 97 | 20 | 6 | 0 | 102 | 104 | -2 | -0.8
O=C(CNC(=O)c1cc2c(n(-c3ccccc3)c1=O)CCCC2=O)c1ccccc1 | 0 | 109 | -37 | -5 | 4 | 101 | 101 | 1 | 1.9
NC(=O)c1cc(S(=O)(=O)N2CCOCC2)ccc1N1CCCC1 | 9 | 84 | -15 | 4 | 0 | 87 | 86 | -4 | -1.2
COc1ccc(/C=C/C(=O)Nc2nc(N)n(-c3ccccc3)n2)cc1 | 7 | 100 | -7 | -1 | 0 | 109 | 110 | 4 | 0.6
COc1cccc(CNS(=O)(=O)c2c(C(=O)N3CCCCCC3)c(C)n(C)c2C)c1 | -1 | 96 | -7 | -5 | 0 | 111 | 105 | 6 | -2.1
CC(=O)Oc1c(Cl)cc(Cl)cc1/C=C/c1ccc2ccccc2n1 | -6 | 102 | -10 | 0 | 1 | 88 | 89 | 0 | 2.3
COc1cccc(/C=N/Nc2nc3ccccc3[nH]2)c1O | 1 | 101 | -22 | -3 | 0 | 112 | 106 | 4 | 1.6
S=C(Nc1cc(Cl)ccc1Oc1ccccc1)N1CCN(c2ccccn2)CC1 | . | 112 | -5 | . | 5 | 94 | 96 | . | 1.6
COc1ccc(NC2=CC(c3ccc(OC)c(OC)c3)N(c3ccc(OC)cc3)C2=O)cc1 (centres undefined) | -3 | 103 | . | 0 | 1 | 94 | 95 | -11 | 3.1
Nn1c(SCC(=O)Nc2ccc3c(c2)OCCO3)nnc1C(F)(F)F | -23 | 79 | 12 | -15 | 31 | 103 | 106 | -1 | -1.0
O=C(CN1CCCCC1)Nc1ccc(S(=O)(=O)N2CCCCCC2)cc1 | 9 | 90 | -8 | 4 | 4 | 94 | 92 | 5 | -4.6
CCOCCCNC(=S)N(CCO)Cc1cc2cc3c(cc2[nH]c1=O)OCCO3 | 17 | 85 | -6 | 13 | 0 | 105 | 104 | 6 | -2.3
CCOC(=O)CNS(=O)(=O)c1c(C)noc1C | 5 | 100 | -3 | 12 | 5 | 99 | 94 | 3 | 1.7
COc1cccc(NC(=O)C2Cc3ccccc3CN2C(=O)c2ccco2)c1 (centres undefined) | -8 | 95 | 1 | 2 | 4 | 104 | 100 | -3 | -0.7
Cc1c(NC(=O)c2ccc(Cl)c(S(=O)(=O)N3CCOCC3)c2)c(=O)n(-c2ccccc2)n1C | -4 | 115 | 6 | -7 | 0 | 97 | 97 | 13 | 0.6
Nc1ccc(-c2nc3c(ccc4ccccc43)[nH]2)cc1 | 5 | 100 | -19 | 4 | 0 | 94 | 93 | -3 | -3.3
CCOc1ccccc1N1CCN(Cc2cc3c(cc2[N+](=O)[O-])OCO3)CC1 | 10 | 102 | 15 | 7 | 0 | 101 | 107 | 6 | -1.7
COc1ccc(C2C=C(c3cccs3)Nc3nc(CCCO)nn32)cc1 (centres undefined) | + | 95 | -41 | 176* | 1 | 96 | 99 | 144* | .
Cc1ccccc1-n1c(SCC(=O)N(C)C2CCS(=O)(=O)C2)nc2ccccc2c1=O (centres undefined) | -8 | 106 | -6 | 1 | 1 | 102 | 103 | 9 | -2.2
Oc1ccc(-c2nccc(-c3ccccn3)n2)cc1 | 9 | 93 | 11 | 7 | 0 | 96 | 82 | 7 | -1.0
CC(C)(C)C1CCC(C(=O)OCC(=O)N2CCN(C(=O)c3ccco3)CC2)CC1 (centres undefined) | 5 | 109 | -3 | -2 | 2 | 96 | 90 | 7 | -1.0
CC(C)(C)NC(=O)COc1ccc(CNc2ncn[nH]2)cc1 | 5 | 100 | 20 | 8 | 0 | 111 | 108 | -6 | -0.5
CCc1ccc(NC(=S)Nc2ccc(S(=O)(=O)Nc3ncccn3)cc2)cc1 | 2 | 95 | -4 | 4 | 0 | 97 | 104 | 7 | -2.2
CCC(C)(C)NC(=O)Cn1c(-c2ccccc2)cc(C(C)=O)c1C | 6 | 113 | 3 | 8 | 1 | 107 | 109 | 4 | 3.1
CCn1c(SCC(=O)Nc2cc(NC(C)=O)ccc2OC)nnc1-c1cccnc1 | -2 | 86 | 3 | 0 | 0 | 105 | 104 | -4 | 5.9
COc1cc(OC)c(OC)cc1/C=N/NC(=S)NCC1CCCO1 (centres undefined) | 11 | 86 | 3 | 6 | 1 | 117 | 110 | 4 | -3.2
CCc1cccc(NC(=O)CN(C)C2=NS(=O)(=O)c3ccccc32)c1 | 2 | 98 | 21 | -4 | 0 | 85 | 87 | 2 | .
O=C(Nc1ncn[nH]1)c1ccc([N+](=O)[O-])cc1[N+](=O)[O-] | -3 | 132 | 19 | 3 | 0 | 90 | 102 | 4 | -0.2
Cc1ccc(-c2c(NCCc3ccccc3)c(=O)c2=O)cc1 | 5 | 107 | 5 | 3 | 0 | 101 | 94 | 0 | 1.4
O=[N+]([O-])c1ccc(N2CCN(C(=S)c3cccc([N+](=O)[O-])c3)CC2)cc1 | 5 | 106 | -8 | 7 | 1 | 102 | 104 | 0 | .
Cc1ccc(-n2ncc3c(SCc4ccccc4)ncnc32)cc1 | 6 | 107 | 32 | 2 | 0 | 90 | 119 | 1 | -0.3
Nc1ccc(OCCCc2c(N)nc(N)nc2N)cc1 | 4 | 89 | 1 | 1 | 0 | 100 | 99 | -3 | -0.8
CNc1nc(-c2ccccc2)nc(-c2ccccc2)c1C#N | -2 | 112 | 6 | 2 | 2 | 85 | 85 | 12 | 2.2
Cc1ccc(NC(=O)c2cc(=O)[nH]c3ccc(S(=O)(=O)N4CCOCC4)cc23)cc1 | -6 | 97 | -7 | 2 | 3 | 98 | 100 | 0 | .

One compound at a time, as listed above. Order of values: MCL1 BIM primary	CR mimetic SO	VLA-4 inh	Bcl-xL primary	GRK2 inh	CIT2-GFP yeast	AGP1 TOR yeast	GLD-1 TGE inh	MEX-5 binding
Cc1ccc(-c2c(NCCc3ccccc3)c(=O)c2=O)cc1 in the list: 5	107	5	3	0	101	94	0	1.4
CCOc1ccccc1N1CCN(Cc2cc3c(cc2[N+](=O)[O-])OCO3)CC1 in the list: 10	102	15	7	0	101	107	6	-1.7

Additional compounds
SMILES | MCL1 BIM primary | CR mimetic SO | VLA-4 inh | Bcl-xL primary | GRK2 inh | CIT2-GFP yeast | AGP1 TOR yeast | GLD-1 TGE inh | MEX-5 binding
Cc1ccc(/C=N/NC(=O)c2nnn(-c3nonc3N)c2CSc2ccccc2)s1 | 1 | 81 | 5 | 1 | 2 | 101 | 86 | -5 | 1.3
CSc1ccc(/C=C(\NC(=O)c2ccc(C)cc2)C(=O)NN)cc1 | 7 | 89 | 3 | 7 | 1 | 99 | 112 | -4 | 4.2
Cc1ccc(S(=O)(=O)N(C)c2ccc(C(=O)NCc3ccccc3F)cc2)cc1 | -19 | 112 | -8 | -11 | 4 | 100 | 102 | 1 | -0.6
Cc1ccc(C)n1CCN1CCN(C(=O)CC#N)CC1 | 13 | 102 | -16 | 11 | 0 | 107 | 97 | -8 | -1.1
O=C(c1ccccc1)N1CCN(CC(O)COc2ccc(Br)cc2)CC1 (centres undefined) | -1 | 116 | 6 | 2 | 5 | 109 | 104 | 9 | -1.8
